Candida biofilm = kills Candida albicans biofilms; 0.14% of 85,000 active; C. albicans biofilm + clotrimazole, Alamar Blue; AID 834; inhibition, % at 6 µM;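 active = inhibition above 20%; inactive = inhibition below 20%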;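 also: preformed 24 hr biofilms exposed to compound for 48 hr; 0% = biofilm without compound and 100% = blank killed by clotrimazole plus chlorhexidine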
F-actin modifier = cytoskeleton assembly modification | HUVEC TNFa F-actin phalloidin imaging, high content | inhibition, % at 2 µM | 0.18% of 91,000 active;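 active = inhibition above the batch mean plus 3 SD and confirmed as a hit by visual image inspection, cut at about 30% in these data, passing the limit was not always enough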; also: strong numbers were not always called active
VCAM1 TNFa inh = reduces TNF alpha induced VCAM1 expression in HUVEC; HUVEC TNFa-induced VCAM-1 immunofluorescence, high-content imaging; inhibition, % at 2 µM; 0.48% of 95,000 active;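 active = inhibition above the batch mean plus 3 SD, with images confirmed as a hit by eye, cut at about 37% in these data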;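 also: 0% = TNF-stimulated DMSO wells and 100% = unstimulated control wells; not every result past the cut was called active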
HUVEC tox TNFa = HUVEC cytotoxicity counter-screen, TNF alpha stimulated. AID 848. cell count reduction, % at 2 µM. 0.17% of 93,000 active. HUVEC TNFalpha-stimulated, Hoechst cell count, imaging;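 active = cell count reduction exceeding the screen mean by over 5 SD, scaled to untreated wells per plate, cut at about 78% in these data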;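 also: cells counted after 24 h of TNF alpha exposure following the 1 h pretreatment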
Smad3 FoxH1 inh = Smad3 (human) transcription factor binding inhibition; P84022; TR-FRET Smad3/Dy647-FoxH1 peptide binding, europium anti-His; inhibition, % at 25 µM; 0.29% of 88,000 active; AID 630;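 active = compounds that reduce the energy-transfer binding signal between the protein and its labelled peptide by more than half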;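 also: 0% = Smad3 plus labelled peptide maximal FRET and 100% = peptide-only background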
Target sequence (P84022 whole entry, looked up): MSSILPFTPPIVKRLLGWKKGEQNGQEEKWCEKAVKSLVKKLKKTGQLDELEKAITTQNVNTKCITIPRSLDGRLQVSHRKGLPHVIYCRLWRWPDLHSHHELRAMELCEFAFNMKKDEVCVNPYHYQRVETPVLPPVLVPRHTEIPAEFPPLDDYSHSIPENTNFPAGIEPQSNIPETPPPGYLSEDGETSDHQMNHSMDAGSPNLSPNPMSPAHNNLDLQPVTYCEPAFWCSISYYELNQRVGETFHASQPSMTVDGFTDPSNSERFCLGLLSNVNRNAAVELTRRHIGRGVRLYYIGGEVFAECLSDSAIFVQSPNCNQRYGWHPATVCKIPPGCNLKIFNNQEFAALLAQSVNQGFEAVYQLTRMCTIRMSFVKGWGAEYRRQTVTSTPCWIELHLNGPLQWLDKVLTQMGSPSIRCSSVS
sEH inhibitor = inhibitors of human soluble epoxide hydrolase | P34913 | 0.34% of 91,000 active | inhibition, % at 2 µM | recombinant human sEH enzymatic activity assay; in the data active = inhibition above about 80%; also: values of inactives mirror those of a sister screen read the other way; many of its hits are not listed in these tables
HUVEC tox IL1B = HUVEC cytotoxicity counter-screen, IL-1B stimulated; cell count reduction, % at 2 µM; 0.41% of 94,000 active; AID 845; HUVEC cell count loss, Hoechst imaging;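 active = cell count reduction more than 3 SD above the screen-wide mean, cut at about 70% in these data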;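 also: normalized per plate to untreated control cells as the no-loss baseline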
ERb coact inh = blocks coactivator binding to human estrogen receptor beta | inhibition, % at 25.6 µM | AID 633 | Q92731 | TR-FRET ER-beta LBD / SRC1-Cy5 peptide binding; receptor agonist-loaded with 1 µM estradiol | 1.3% of 86,000 active;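 active = compounds whose percent inhibition of the receptor-coactivator binding signal exceeds about 50% in the single-dose screen, limit read from the data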;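 also: 0% = receptor plus peptide wells without compound and 100% = peptide-only wells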
Target sequence (Q92731 whole entry, looked up, the tested form may be a part): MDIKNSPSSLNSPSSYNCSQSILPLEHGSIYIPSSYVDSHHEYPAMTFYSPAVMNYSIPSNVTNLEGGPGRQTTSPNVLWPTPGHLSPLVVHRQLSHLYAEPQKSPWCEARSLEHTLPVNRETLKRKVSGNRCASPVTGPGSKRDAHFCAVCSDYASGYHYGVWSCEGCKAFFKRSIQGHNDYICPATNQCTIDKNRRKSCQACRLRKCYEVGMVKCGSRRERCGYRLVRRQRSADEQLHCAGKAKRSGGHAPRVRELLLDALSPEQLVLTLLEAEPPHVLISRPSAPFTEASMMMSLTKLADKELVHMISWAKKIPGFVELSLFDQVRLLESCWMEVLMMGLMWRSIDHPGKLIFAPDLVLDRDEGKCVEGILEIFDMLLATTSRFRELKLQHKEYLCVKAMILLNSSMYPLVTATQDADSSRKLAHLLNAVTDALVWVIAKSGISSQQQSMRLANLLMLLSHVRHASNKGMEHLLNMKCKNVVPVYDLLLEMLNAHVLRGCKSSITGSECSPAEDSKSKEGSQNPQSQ
sEH act = activators of human soluble epoxide hydrolase. P34913. purified human sEH enzymatic activity, activator screen. activation, % at 2 µM. 0.04% of 91,000 active; in the data active = activation above about 37%; also: values of inactives mirror those of a sister screen read the other way
The depositor's hits bear a star; · = not tested or not shown; [ ] = dose if it differs, or a comment.

SMILES	Candida biofilm	F-actin modifier	VCAM1 TNFa inh	HUVEC tox TNFa	Smad3 FoxH1 inh	sEH inhibitor	HUVEC tox IL1B	ERb coact inh	sEH act
CCCCCn1c(SCC(=O)OC)nc2c1c(=O)[nH]c(=O)n2C	5	2	8	-49	-21	2	-4	4[fluorescence artefact?]	2
CC(c1ccco1)N(C(=O)CSc1ccc(Br)cc1)c1ccccn1 (stereo unspecified)	4	-24	2	-4	-5	3	-34	4	0
CCCCNC(=O)CSc1nc2n[nH]c(C)c2c(=N)n1-c1cccc(Cl)c1C	4	31	11	-17	-5	7	·	-5	-5
CCCNC(=O)N1CCN(c2ncccn2)CC1	·	11	1	-8	·	-3	6	·	1
NC(=O)C1CCN(C(=O)c2cc3ccccn3n2)CC1	-6	-9	-1	-3	-8	-8	-54	-3	7
O=C(C1CCCN1S(=O)(=O)c1cccc2cccnc12)N1CCc2ccccc2C1 (stereo unspecified)	4	20	-9	-18	0	1	-3	-8	-2
O=C(O)CN(c1ccc(F)cc1)S(=O)(=O)c1ccc2c(c1)OCCO2	·	-20	-7	-8	·	10	-21	·	-10
Cc1ccc2c(n1)sc1c(-c3ccc(Br)cc3)c(C#N)c(N)nc12	·	-4	-1	9	·	-13	-20	·	16
CCOC(=O)CCc1c(C)c2c(C)nn(-c3ccccc3)c2[nH]c1=O	·	-2	10	-29	·	-4	-38	·	4
Cc1nn(-c2c(Cl)cc(Cl)cc2Cl)c(=O)c2ccccc12	-5	-7	6	-18	-2	-15	·	-1[fluorescence artefact?]	12
NC1=NC(=O)/C(=C\c2cccs2)S1	·	17	6	4	·	-8	-22	·	8
CCC(C)NC(=O)C1CCN(S(=O)(=O)c2cccs2)CC1 (stereo unspecified)	·	-2	-21	-6	·	12	-12	·	-9
c1ccc(-n2c(SCc3nc(-c4cccs4)no3)nnc2-c2ccco2)cc1	-1	-10	-12	28	9	·	3	-1	·
CCCCNS(=O)(=O)c1ccc2c(c1)oc(=O)n2CC(=O)OCC	7	4	16	-37	13	-8	-11	-5	5
O=S(=O)(/N=C(/Nc1ccccn1)c1ccccc1)c1ccc(Cl)cc1	·	3	0	2	·	22	-34	·	-20
COc1cccc(NC(=O)Cn2cc3c(n2)CCCCC3)c1	9	7	1	-15	-1	1	-2	7	-2
CC(=O)c1ccc(NC(=O)N2CCN(c3cccc(Cl)c3)CC2)cc1	4	-4	-22	-19	10	24	24	0	-22
CCCCn1c(SCn2nnc3ccccc3c2=O)nc2cc(S(N)(=O)=O)ccc21	·	-3	-9	-34	·	-34	-24	·	32
O=C(/C=C/c1ccc(F)cc1)NCCC1=CCCCC1	·	-5	2	-10	·	8	-1	·	-9
CCOc1cc(N2CCOCC2)c(OCC)cc1NC(=O)Cn1[nH]c(=O)c2ccccc2c1=O	6	·	·	·	-4	3	3	22[fluorescence artefact?]	-2

Some values from the list.
sEH inhibitor with `CCCNC(=O)N1CCN(c2ncccn2)CC1` = -3
sEH act with `CC(=O)c1ccc(NC(=O)N2CCN(c3cccc(Cl)c3)CC2)cc1` = -22
sEH inhibitor with `CCC(C)NC(=O)C1CCN(S(=O)(=O)c2cccs2)CC1` (stereo unspecified) = 12
sEH inhibitor with `CCCCn1c(SCn2nnc3ccccc3c2=O)nc2cc(S(N)(=O)=O)ccc21` = -34
F-actin modifier with `c1ccc(-n2c(SCc3nc(-c4cccs4)no3)nnc2-c2ccco2)cc1` = -10

4 of the entries above in order of their number in F-actin modifier, smallest number first.
mol,F-actin modifier
O=C(O)CN(c1ccc(F)cc1)S(=O)(=O)c1ccc2c(c1)OCCO2,-20
O=C(/C=C/c1ccc(F)cc1)NCCC1=CCCCC1,-5
Cc1ccc2c(n1)sc1c(-c3ccc(Br)cc3)c(C#N)c(N)nc12,-4
CCCCCn1c(SCC(=O)OC)nc2c1c(=O)[nH]c(=O)n2C,2

New compounds follow.
SMILES	Candida biofilm	F-actin modifier	VCAM1 TNFa inh	HUVEC tox TNFa	Smad3 FoxH1 inh	sEH inhibitor	HUVEC tox IL1B	ERb coact inh	sEH act
CCn1c(=N)n(CCOc2ccc(OC)cc2)c2ccccc21	-1	59	-5	20	-4	-2	6	-10	4
CC1=CCC2C(=O)N(c3ccc4ccccc4n3)C(=O)C2C1 (stereo unspecified)	0	9	14	-12	6	-3	4	0	6
O=C(O)c1[nH]c2ccc(Cl)cc2c1CC(=O)N1CCN(c2ccccc2)CC1	10	-8	-6	-18	3	2	-9	-3	1
COc1ccc(C(=O)N2CCCC(c3nc(-c4cc(OC)c(OC)c(OC)c4)no3)C2)cc1 (stereo unspecified)	8	25	-2	-3	2	-5	-15	11	5
Cc1n[nH]c(C)c1Sc1ccccc1N=Cc1cc([N+](=O)[O-])ccc1O	·	10	-46	-24	·	7	-2	·	-6
CC(Sc1n[nH]c(=O)[nH]c1=O)C(=O)OCc1ccccc1 (stereo unspecified)	8	5	-6	14	-13	0	29	9[fluorescence artefact?]	2
CCOc1nc(SCCOc2ccc(C)cc2)nc(N(C)C)n1	·	-13	-7	7	-5	5	18	-13	-6
CCOc1ccc(OCC)c(NC(=O)CSc2nc3c(c(=O)n(C)c(=O)n3C)n2C(C)C)c1	-1	-17	4	-14	5	9	-9	0	-12
Oc1ccc(Nc2nc(NCC3CCCO3)c3ccccc3n2)cc1 (stereo unspecified)	1	0	-8	-42	-4	-5	4	1	4
CCOC(=O)C(=O)/C(=C\N(C)C)c1onc(-c2ccccc2Cl)c1C(=O)OC	·	-5	-2	4	·	1	-33	·	1
COc1ccc(Cl)cc1N(C)C(=O)CCNC(=O)Cn1cnc2ccccc2c1=O	7	-2	-15	-22	-11	0	-12	5	-2
CC1CN(S(=O)(=O)c2ccc(Cl)c(S(=O)(=O)N3CC(C)OC(C)C3)c2)CC(C)O1 (stereo unspecified)	8	-4	0	-5	17[fluorescence artefact?]	·	-2	-10[fluorescence artefact?]	·
CCN(CC)NC(=S)Nc1ccccc1	·	3	-4	-10	·	4	-5	·	-2
CN1CCN(c2ccccc2NC(=O)Cc2cn(C)c3ccccc23)CC1	-3	9	10	-18	-6	1	-34	-7	1
Cn1c(=O)c2c(nc(OCc3cccnc3)n2Cc2c(F)cccc2Cl)n(C)c1=O	8	-4	14	-12	8	1	-23	-10	3
CCOc1ccc(-c2cc(C(=O)N3CCN(c4ccccn4)CC3)c3ccccc3n2)cc1	-3	5	3	12	-4	0	-23	-10	2
Cc1ccnc(NS(=O)(=O)c2ccc(NS(=O)(=O)Cc3ccccc3)cc2)n1	·	11	-10	-8	·	11	-10	·	-8
O=C(CSCSCC(=O)Nc1ccc2c(c1)OCO2)Nc1ccc2c(c1)OCO2	11	21	1	-8	5	-3	-5	4	2
O=C(c1ccc(CS(=O)(=O)c2ccc(Br)cc2)o1)N1CCCCCC1	-3	-4	-8	-1	-13	0	1	6[fluorescence artefact?]	2
O=C(COc1ccccc1F)Nc1nnc(-c2ccncc2)s1	5	9	5	-7	3	-3	-12	31	0
O=C(Oc1ccnc2cc(Cl)ccc12)N1CCOCC1	7	4	2	-6	7	-2	-18	2[fluorescence artefact?]	2
COc1ccc(C(C)(C)C)cc1NC(=O)C1C2C=CC(C2)C1C(=O)O (stereo unspecified)	8	-23	2	-2	-1	-2	-32	2[fluorescence artefact?]	2
COc1cccc(C(=O)CN(C(=O)c2ccc(Cl)c(Cl)c2)N2C(=O)c3ccccc3C2=O)c1	·	-11	27	8	·	-5	-42	·	7
O=C(CSc1nnc(COc2ccccc2)o1)N1CCN(c2ccccc2)CC1	·	7	-10	0	·	12	-9	·	-9
CC(C)Cn1c(-c2ccco2)csc1=Nc1cccnc1	8	6	16	-9	-1	-10	-8	-6	8
Cc1[nH]nc2oc(=O)c(CCO)c(C)c12	·	6	-6	-12	·	-9	-23	·	7
CCC(C)NS(=O)(=O)c1ccc(OCC(=O)Nc2ccc3c(c2)OCCO3)cc1 (stereo unspecified)	3	18	5	-30	2	-4	-5	0	3
C/C(CC(=O)Nc1ccccc1-c1ccccc1)=N\NC(=O)COc1ccc(C)cc1Br	1	-26	0	-5	12	19	-5	2[fluorescence artefact?]	-17
CCCNC(=O)COC(=O)c1ccc(Cl)c(S(=O)(=O)N2CCCC2)c1	·	6	-33	·	·	0	19	·	3
CC(=O)Nc1ccc2c(c1)N(C(=O)CN(C)C)c1ccccc1CC2	1	4	0	-7	7	7	-3	15[fluorescence artefact?]	-8
COC(=O)c1cc(OC)c(OC)cc1NC(=O)CCc1ccc(C)o1	9	15	22	-2	4	20	-14	1	-20
O=C(NCCC1=CCCCC1)C1CCN(S(=O)(=O)c2cnc[nH]2)CC1	4	2	11	-12	1	2	-41	-3	3
N#Cc1ccc(Cl)cc1NC(=O)COC(=O)c1ccc2c(c1)OCCO2	·	-7	21	4	·	-5	-4	·	7
CC(Sc1nc2nn(-c3ccccc3)c(=O)c-2c2n1CCCCC2)C(N)=O (stereo unspecified)	5	0	0	-6	5	-2	-4	2	0
CCc1[nH]nc2c1C(Cc1ccccc1)C(C#N)=C(N)O2 (stereo unspecified)	4	0	10	-11	17	-14	-5	0[fluorescence artefact?]	10
CC(C)=C1C2C=CC1C(C(=O)Nc1cccc(C)c1)C2C(=O)O (stereo unspecified)	8	18	6	22	3	·	·	-7	·
Cc1cc(NC(=O)c2ccc(S(=O)(=O)N(C)C)cc2)no1	-1	12	-6	-8	-1	-4	-23	2[fluorescence artefact?]	4
CC(C)CNC1=CC(=O)CC(c2ccco2)C1 (stereo unspecified)	3	-7	18	-6	-9	·	2	50[fluorescence artefact?]	·
COc1cccc(N=C2SC(C(=O)Nc3ccccc3F)CC(=O)N2C)c1 (stereo unspecified)	7	-12	22	30	6	·	7	-3	·
CC1(C)CC2CC(C)(CN2C(=O)COc2cccc3ccccc23)C1 (stereo unspecified)	5	·	-7	-10	-1	-26	-2	2[fluorescence artefact?]	20

Limited to sEH act, ERb coact inh and VCAM1 TNFa inh, for some of the entries so far:
| SMILES | sEH act | ERb coact inh | VCAM1 TNFa inh |
| --- | --- | --- | --- |
| COC(=O)c1cc(OC)c(OC)cc1NC(=O)CCc1ccc(C)o1 | -20 | 1 | 22 |
| O=C(NCCC1=CCCCC1)C1CCN(S(=O)(=O)c2cnc[nH]2)CC1 | 3 | -3 | 11 |
| N#Cc1ccc(Cl)cc1NC(=O)COC(=O)c1ccc2c(c1)OCCO2 | 7 | · | 21 |

Continuation.
SMILES	Candida biofilm	F-actin modifier	VCAM1 TNFa inh	HUVEC tox TNFa	Smad3 FoxH1 inh	sEH inhibitor	HUVEC tox IL1B	ERb coact inh	sEH act
COc1ccc(OCCNC(=S)Nc2cccc3ccccc23)cc1	·	-25	-3	-18	·	-5	-30	·	4
O=C(CCN1CCCCC1)c1ccc2c(c1)OCO2	·	16	-4	0	·	-4	25	·	6
O=C(Nc1ccc(Nc2ccccc2)cc1)c1ccc(Br)o1	6	-16	13	-37	1	-8	10	8	8
Cc1[nH]c(=O)[nH]c(=O)c1S(=O)(=O)N1CCCC(C(=O)N2CCN(c3ccccc3Cl)CC2)C1 (stereo unspecified)	-3	-2	-1	-16	-6	20	-24	-4	-18
COc1cc(-c2csc(N3CCOCC3)n2)cc(OC)c1OC	7	-11	8	-17	-7	-4	13	4[fluorescence artefact?]	6
Cc1cc(=O)oc2cc(OCC(=O)N3CCCC(C)C3)ccc12 (stereo unspecified)	4	5	1	-12	-1	-6	-3	-4	6
CSCC[C@H](NC(=O)OC(C)(C)C)c1nnc(SCC(=O)N(C)C)o1	8	-9	-23	-18	-10	-14	39	-3[fluorescence artefact?]	12

Only part of the results is shown. The share of hits here may be higher or lower than overall.
